STK33 inh: blocks human STK33 kinase activity; AID 2661; purified STK33, MBP phosphorylation, ADP-Glo luminescence; Q9BYT3; inhibition, % at 10 µM; 0.073% of 320,000 active;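 active = inhibition at or above 25%, using the most active replicate where run in duplicate; inactive = inhibition below 25%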
Target sequence (Q9BYT3 whole entry, looked up): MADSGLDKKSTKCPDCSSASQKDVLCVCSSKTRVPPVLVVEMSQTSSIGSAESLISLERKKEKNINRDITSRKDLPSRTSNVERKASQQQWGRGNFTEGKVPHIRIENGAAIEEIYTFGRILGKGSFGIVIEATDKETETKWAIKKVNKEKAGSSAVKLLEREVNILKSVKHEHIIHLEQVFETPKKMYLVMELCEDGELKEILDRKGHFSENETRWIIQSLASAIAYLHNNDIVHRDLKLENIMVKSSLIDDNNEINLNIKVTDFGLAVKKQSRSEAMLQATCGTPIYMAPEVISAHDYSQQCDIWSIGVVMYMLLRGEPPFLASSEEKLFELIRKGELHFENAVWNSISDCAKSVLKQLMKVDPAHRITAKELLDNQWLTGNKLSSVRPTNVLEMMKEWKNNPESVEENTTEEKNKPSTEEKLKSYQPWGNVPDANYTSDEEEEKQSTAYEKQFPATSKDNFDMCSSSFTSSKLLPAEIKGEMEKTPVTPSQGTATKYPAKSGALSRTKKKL
OX1R FRET antag: blocks the human orexin 1 receptor; inhibition, % at 6.6 µM; 1.8% of 330,000 active; AID 485270; O43613; OX1R-expressing cells, FRET antagonist read-out; in the data active = inhibition mostly above about 38%, no sharp cut-off; inactive = mostly below about 40%;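 also: 0% = agonist challenge alone and 100% = reference antagonist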
Target sequence (O43613 whole entry, looked up): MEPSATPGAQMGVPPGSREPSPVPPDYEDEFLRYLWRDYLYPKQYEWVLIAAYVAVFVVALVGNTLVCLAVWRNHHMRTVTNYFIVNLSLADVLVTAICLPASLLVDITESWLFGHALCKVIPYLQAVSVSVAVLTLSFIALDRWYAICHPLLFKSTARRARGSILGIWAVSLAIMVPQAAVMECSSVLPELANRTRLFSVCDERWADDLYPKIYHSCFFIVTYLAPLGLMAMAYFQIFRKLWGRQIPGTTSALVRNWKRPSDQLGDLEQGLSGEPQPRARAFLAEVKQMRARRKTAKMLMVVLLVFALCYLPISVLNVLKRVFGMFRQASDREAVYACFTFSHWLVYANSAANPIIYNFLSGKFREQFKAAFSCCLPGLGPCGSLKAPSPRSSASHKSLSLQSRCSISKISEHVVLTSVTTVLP
The depositor's hits bear a star; . = no result given.

SMILES	STK33 inh	OX1R FRET antag
O=C(Nc1cccc(S(=O)(=O)NCc2ccco2)c1)c1cc(-c2ccc(F)cc2)nc2ccccc12	-0.7	65*
Cc1ccc(C)n1-c1ccccc1N1CCCCC1	-1.8	1
Cc1cc(N(CC(=O)O)S(C)(=O)=O)ccc1Br	0.3	27
CC(C)(C)c1cc(-c2ccccc2)no1	-0.1	0
COc1cc(/C=C/C(=O)NCCn2c(C)cc3ccccc32)cc(OC)c1OC	-0.3	4
Cc1ccc(NS(=O)(=O)c2cccs2)c(C)c1	-0.4	7
Cc1cc(C)cc(NC(=O)CSc2nc(=O)n(CCN3CCOCC3)c3c2CCCC3)c1	-1.2	10
CSc1ccc(CCNC(=O)c2cc(C)nn2-c2ccccc2)cc1	0.2	30
N#CC1(NC(=O)COc2ccccc2[N+](=O)[O-])CCCCC1	-1.3	15
Cn1c(=O)[nH]c(=O)c2c1nc(SCCO)n2CCCc1ccccc1	0.9	32
CN1c2ccccc2N(C)C1(C)c1cccc2ccccc12	-0.3	56
Cc1ccccc1N1CC(C(=O)Nc2ccc(S(=O)(=O)NCC3CCCO3)cc2)CC1=O (configuration not stated)	-0.9	4
CC1(C(=O)NC2CCCCCCC2)CCC(=O)N1Cc1cccnc1 (configuration not stated)	-2.4	12
Cc1cc(Br)cc(Cl)c1OCC(=O)NC(=O)NCc1ccccc1	-1.7	3
O=C(Cc1ccc2c(c1)OCCO2)N1CCN(S(=O)(=O)c2ccccc2C(F)(F)F)CC1	-0.5	19
CC(C)(C)OC(=O)N1CCC[C@H]1C(=O)NCc1ccc(Cl)cc1Cl	0.4	13
C=CCn1c(SCc2ccccc2C#N)nnc1-c1ccccc1O	-1.7	24
CC12CCC(C/C1=N/NC(=O)COc1ccccc1Cl)C2(C)C (configuration not stated)	2.0	14
N#Cc1ccsc1NC(=O)c1ccc(Cl)c([N+](=O)[O-])c1	7.0	88*
COc1ccc(CCN2C(=O)CN(Cc3ccccc3)CC2=O)cc1OC	-2.6	-16
COc1ccccc1N(CC(=O)N1CCc2ccccc2C1)S(C)(=O)=O	0.3	16
COC(=O)COc1ccc(-c2ccc(F)cc2)cc1C=O	3.6	6
CCC(=O)N1CCCc2ccccc21	0.4	-2
Nc1nc(=S)c2[nH]cnc2[nH]1	0.5	10
O=C(Nc1ccccc1)NC1CCCCNC1=O (configuration not stated)	-0.3	6

An excerpt from the list above:
SMILES	STK33 inh	OX1R FRET antag
CSc1ccc(CCNC(=O)c2cc(C)nn2-c2ccccc2)cc1	0.2	30
N#CC1(NC(=O)COc2ccccc2[N+](=O)[O-])CCCCC1	-1.3	15
Cn1c(=O)[nH]c(=O)c2c1nc(SCCO)n2CCCc1ccccc1	0.9	32
CN1c2ccccc2N(C)C1(C)c1cccc2ccccc12	-0.3	56
Cc1ccccc1N1CC(C(=O)Nc2ccc(S(=O)(=O)NCC3CCCO3)cc2)CC1=O (configuration not stated)	-0.9	4
CC1(C(=O)NC2CCCCCCC2)CCC(=O)N1Cc1cccnc1 (configuration not stated)	-2.4	12
Cc1cc(Br)cc(Cl)c1OCC(=O)NC(=O)NCc1ccccc1	-1.7	3
O=C(Cc1ccc2c(c1)OCCO2)N1CCN(S(=O)(=O)c2ccccc2C(F)(F)F)CC1	-0.5	19
CC(C)(C)OC(=O)N1CCC[C@H]1C(=O)NCc1ccc(Cl)cc1Cl	0.4	13
C=CCn1c(SCc2ccccc2C#N)nnc1-c1ccccc1O	-1.7	24
CC12CCC(C/C1=N/NC(=O)COc1ccccc1Cl)C2(C)C (configuration not stated)	2.0	14
N#Cc1ccsc1NC(=O)c1ccc(Cl)c([N+](=O)[O-])c1	7.0	88*
COc1ccc(CCN2C(=O)CN(Cc3ccccc3)CC2=O)cc1OC	-2.6	-16
COc1ccccc1N(CC(=O)N1CCc2ccccc2C1)S(C)(=O)=O	0.3	16
COC(=O)COc1ccc(-c2ccc(F)cc2)cc1C=O	3.6	6
CCC(=O)N1CCCc2ccccc21	0.4	-2
Nc1nc(=S)c2[nH]cnc2[nH]1	0.5	10
O=C(Nc1ccccc1)NC1CCCCNC1=O (configuration not stated)	-0.3	6

Continuation.
SMILES	STK33 inh	OX1R FRET antag
Cn1c(CCNC(=O)c2ccc(F)cc2)nc2ccccc21	-1.5	11
O=C(NCCC(=O)N1CCN(S(=O)(=O)c2ccccc2F)CC1)Nc1ccccc1	1.3	6
COCCn1c(SCC(=O)NCCc2ccc(OC)c(OC)c2)nc2c([nH]c3ccccc32)c1=O	-0.2	11
COc1ccc(Br)cc1C(=O)Nc1ccccc1-c1ccccc1	-1.2	6
O=C(CN1CCCCCC1)NCCc1ccc(F)cc1	-1.0	-1
CCOC(CNC(=O)Cc1c(C)nc2c(-c3ccccc3)c(C)nn2c1C)OCC	0.1	30
COc1ccc(/C=C(\C#N)C(=O)Nc2cc(S(=O)(=O)N3CCOCC3)ccc2N2CCCC2)cc1	-0.2	8
Cc1cc(=O)oc2c3c(cc(OCC(=O)NCc4ccco4)c12)OC(C)(C)CC3	-0.3	11
Cc1cc(C)c[n+](-c2[nH]c(=O)sc2/C=N/N=C(\N)[S-])c1	-1.6	28
COc1ccc(NC(=O)c2ccc(NC3CC(=O)N(c4ccc(C)cc4C)C3=O)cc2)cc1 (configuration not stated)	-0.9	3
Cn1c(SCC(=O)Nc2ccc(NC(=O)c3cccc(F)c3)cc2)nnc1-c1ccncc1	-1.4	5
Cc1ccccc1C(=O)NC1CCN(Cc2nnnn2Cc2ccc(F)cc2)CC1	-3.6	5
CCc1ccccc1NC(=O)c1cc(-c2ccc3c(c2)OCO3)on1	-0.5	18
CCC(C(=O)Nc1ccc2c(c1)OCCO2)n1c(=O)[nH]c2ccccc2c1=O (configuration not stated)	1.0	10
NC(=O)CSc1nnc(Cn2c(=O)sc3ccccc32)n1-c1cccc(Cl)c1	-0.9	15
COc1cccc(OCC(=O)Nc2ccncc2)c1	1.5	11
O=C(NCc1cccnc1)NC1CCCN1S(=O)(=O)c1ccc(Cl)cc1 (configuration not stated)	-0.9	12
CCOC(=O)c1c(C)[nH]c(C)c1C(=O)COC(=O)C1CCCN1S(=O)(=O)c1ccccc1F (configuration not stated)	-2.0	16
O=C(NCc1ccccn1)C12CC3CC(CC(C3)C1)C2	0.6	0
Cc1ccc(C(=O)NNC(=O)c2n[nH]c(=O)c3ccccc23)cc1C	2.3	19
CCOC(=O)c1cnc(SCc2nc(N)nc(Nc3ccccc3OC)n2)nc1N	-2.0	10
COC(=O)C1(CCSC)NC(c2ccc(O)cc2)C2C(=O)N(c3ccc(F)cc3)C(=O)C21 (configuration not stated)	-0.4	5
O=C(NC1CCCCCC1)c1ccccc1-c1ccccc1	-2.8	23
Cc1ccc(NCc2nnc(SCC(=O)Nc3cc(C)on3)n2C)cc1	2.7	29
O=C(Nc1cccc(F)c1)Nc1ccnn1C1CCN(C(=O)c2cscn2)CC1	-3.5	16

More structures follow:
SMILES	STK33 inh	OX1R FRET antag
CC1CCC(NC(=O)c2ccc3snnc3c2)CC1 (configuration not stated)	-1.5	3
CCOC(=O)c1sc(NC(=O)c2c(OC)cccc2OC)nc1C	-0.8	18
O=C(CN1CCC(C(=O)c2ccc3c(c2)OCCO3)CC1)Nc1ccccc1F	0.2	14
CCCn1c(N)cc(=O)n(CCC)c1=O	-1.2	4
CCN=C(Nc1ccc(Cl)cc1)c1cccnc1	-0.7	12
COc1ccccc1CC(=O)Nc1ccc2nc(C)sc2c1	-1.1	25
Cc1ccc(C(NC(=O)N2CCCC2)C(Cl)(Cl)Cl)cc1F (configuration not stated)	-0.1	17
CN1C(=O)CSc2ccc(NC(=O)NCc3ccccc3)cc21	1.0	5
O=C(Cc1ccccc1)NNS(=O)(=O)c1ccc(F)cc1	-0.6	8
COc1ccccc1NS(=O)(=O)c1cc(NC(=S)NCCN2CCOCC2)ccc1N1CCOCC1	0.2	16
Cc1cccc(NC(=S)/N=C(\N)Nc2nc(C)c3ccc(C)cc3n2)c1	-1.4	24
O=C1c2ccccc2S(=O)(=O)N1CC1CC(c2ccccc2Cl)=NO1 (configuration not stated)	-0.7	13
CC1(C)Cc2c(sc3nc(SCC(=O)NCc4ccco4)n(-c4ccccc4)c(=O)c23)CS1	-0.7	24
Nc1nnc(SCC(=O)Nc2cc(S(=O)(=O)N3CCOCC3)ccc2Cl)s1	-1.2	7
CCOC(=O)C1CCN(C(=O)C(C)Sc2nnc3ccccn23)CC1 (configuration not stated)	-0.1	11
COc1ccc(CCNS(=O)(=O)c2ccc(C(=O)NCc3ccco3)cc2)cc1OC	0.4	7
O=C(NCc1cccnc1)C(=O)C1C(=O)Nc2ccccc21 (configuration not stated)	-4.1	7
CC(=O)Nc1ccc2c(c1)CCc1ccccc1-2	1.5	0
Cc1ccccc1N(CC(=O)NCCc1ccccc1)C(=O)CCC(=O)Nc1ccccn1	0.0	32
O=C(Nc1ccn(CC(=O)N2CCN(c3ccccn3)CC2)c(=O)n1)OCc1ccccc1	-1.1	13
Cc1ccn2c(Nc3ccccc3C)c(-c3ccncc3)nc2c1	.	9
O=C(Nc1ccc(S(=O)(=O)N2CCc3ccccc3C2)cc1)c1ccccc1	-2.0	14
CCOc1ccc(C(=O)NCC(=O)Nc2ccc(N3CCOCC3)cc2)cc1OCC	-0.5	7
O=C(CCOc1ccccc1)Nc1ccc(S(=O)(=O)N2CCCC2)cc1	8.7	21
O=C(NCc1ccccc1)C1CCN(S(=O)(=O)N2CCOCC2)CC1	0.3	9

More compounds
SMILES	STK33 inh	OX1R FRET antag
O=[N+]([O-])c1ccccc1CNCCCCCO	0.4	28
C=C(C)COc1ccc(-c2[nH]ncc2-c2ccccc2OC)c(O)c1	4.8	12
COc1ccccc1Cn1c(=S)[nH]c2cc(C(=O)NCCCN3CCOCC3)ccc2c1=O	-0.5	18
COC(=O)c1ccc(NC(=O)c2ccccc2NS(=O)(=O)c2ccccc2)cc1	-2.9	27
NC(=O)CC(NC(=O)Cc1ccc(Br)cc1)c1ccc(NCCc2ccccc2F)c([N+](=O)[O-])c1 (configuration not stated)	-0.5	11
CCOc1ccc(CN(C(=O)c2oc3cc(C)ccc3c2C)C2CCS(=O)(=O)C2)cc1 (configuration not stated)	-1.0	5
CN(C)c1cc(O)c(C(=S)Nc2ccccc2)c(N(C)C)c1	-0.6	17
CCCOC(=S)NC(=O)c1sc2ccccc2c1Cl	-0.4	9
CCOc1ccc(-c2nnn(CC(=O)Nc3cc(OC)cc(OC)c3)n2)cc1OCC	-0.8	12
CCOc1ccc(C2SCC(=O)N2c2c(C)n(C)n(-c3ccccc3)c2=O)cc1 (configuration not stated)	-2.6	23
CCC(=O)Nc1cccc(NC(=O)c2ccc(C)cc2Cl)c1	-1.3	22
O=C(NNC1=C(C(=O)C(F)(F)F)CCC1)c1ccc(Br)cc1	-0.5	13
CC1=C(C(=O)O)N2C(=O)C(NC(=O)c3ccccc3Cl)C2SC1 (configuration not stated)	-1.3	-5
Clc1ccc(CSc2nncn2-c2ccccn2)cc1	-0.1	4
N/C(=N\OC(=O)CC1CCCCC1)c1ccccn1	0.7	10
CCC(C(=O)Oc1c(C(C)C)cccc1C(C)C)c1ccccc1 (configuration not stated)	-3.2	1
Cc1cccc(N2CC(C(=O)Nc3nnc(SCC(=O)Nc4nccs4)s3)CC2=O)c1 (configuration not stated)	-0.1	18
Nc1nc(OCC(F)(F)F)cc(Oc2ccccc2F)n1	-1.1	3
Cc1c(Cl)cccc1NC(=S)N1CCC(C(N)=O)(N2CCCCC2)CC1	-0.2	11
O=C(NC(=S)N1CCN(c2ccc([N+](=O)[O-])cc2)CC1)c1ccc(F)cc1	-0.2	56*
O=C(Cn1cnc2c(oc3ccccc32)c1=O)NCCc1ccccc1	-0.1	13
N#Cc1c(N)[nH]c(=S)c(C#N)c1-c1ccccc1	-0.2	1
COc1ccc(CN(CC(=O)NCCC(C)C)C(=O)CCC(=O)Nc2nccs2)cc1	5.7	25
O=C(NCCNC(=O)c1ccccc1Cl)c1ccco1	-1.4	18
COc1cc(CCC(=O)Nc2cc(C)cc(C)c2)cc(OC)c1OC	0.6	20

New compounds follow.
SMILES	STK33 inh	OX1R FRET antag
Cc1cc(C(=O)CN2C(=O)C(=O)N(Cc3ccccc3)C2=O)c(C)n1Cc1ccc(F)cc1	-0.7	-1
Cc1ccc(C(=O)/C=C/c2c[nH]c3ccccc23)cc1	-1.9	6
O=C(NCC1CCCO1)C1CCCN(c2ncccn2)C1 (configuration not stated)	1.0	5
Cc1cc(SCC(=O)Nc2ccc(O)cc2)n2nc(C)c(-c3ccccc3)c2n1	-0.6	21
O=C(N[C@@H](Cc1ccccc1)C(=O)OCc1ccccc1)c1nc[nH]c1C(=O)N1CCc2ccccc2C1	0.0	14
O=C(OC(C(=O)NCC1CCCO1)c1ccccc1F)c1ccco1 (configuration not stated)	0.3	12
COc1cccc(/C=N/NC(=O)Cn2nc(C)c([N+](=O)[O-])c2C)c1O	-2.0	18
Cc1ccc(NC(=O)CCC(C(=O)O)N2C(=O)c3ccccc3C2=O)cc1 (configuration not stated)	-1.6	10
Cc1ccc(NC(=O)CCn2cnc3ccccc3c2=O)cc1Cl	-1.8	16
CN(CCOc1ccccc1)C(=O)C1CCC(=O)N(CCN2CCOCC2)C1 (configuration not stated)	-2.6	16
Cc1ccc(S(=O)(=O)N(C)c2ccc3ccccc3c2)cc1	-1.1	11
CCC(C)NC(=O)c1ccc(NS(=O)(=O)c2ccc3[nH]c(=O)[nH]c3c2)cc1 (configuration not stated)	-0.1	23
CC(=O)C(C(C)=O)C1(O)C(=O)c2ccccc2C1=O	-1.8	6
C/C(=C/c1ccccc1)C(=O)N1CCC(C)CC1	-1.7	-2
CCOC(=O)N1CCN(C(=O)c2ccc3nc(SCc4ccc(F)cc4)n(C)c3c2)CC1	10	44
